SR-BI HDL uptake: inhibitors of SR-BI mediated HDL lipid uptake, primary screen, ldlA[mSR-BI] cells, fluorescence, single point | ldlA[mSR-BI] CHO cells, DiI-HDL uptake fluorescence, 3 h | actives 0.96% (n = 320,000) | inhibition, % at 12.5 µM;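 active = mean replicate inhibition of at least 70% and a set share of replicates each scoring 70 or more; inconclusive = meets just one of the two criteria; inactive = fails both criteria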;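 also: 0% = median of neutral control wells and 100% = median of positive control wells; values of inactives mirror those of a sister screen read the other way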
Target sequence (Q61009 whole entry, looked up): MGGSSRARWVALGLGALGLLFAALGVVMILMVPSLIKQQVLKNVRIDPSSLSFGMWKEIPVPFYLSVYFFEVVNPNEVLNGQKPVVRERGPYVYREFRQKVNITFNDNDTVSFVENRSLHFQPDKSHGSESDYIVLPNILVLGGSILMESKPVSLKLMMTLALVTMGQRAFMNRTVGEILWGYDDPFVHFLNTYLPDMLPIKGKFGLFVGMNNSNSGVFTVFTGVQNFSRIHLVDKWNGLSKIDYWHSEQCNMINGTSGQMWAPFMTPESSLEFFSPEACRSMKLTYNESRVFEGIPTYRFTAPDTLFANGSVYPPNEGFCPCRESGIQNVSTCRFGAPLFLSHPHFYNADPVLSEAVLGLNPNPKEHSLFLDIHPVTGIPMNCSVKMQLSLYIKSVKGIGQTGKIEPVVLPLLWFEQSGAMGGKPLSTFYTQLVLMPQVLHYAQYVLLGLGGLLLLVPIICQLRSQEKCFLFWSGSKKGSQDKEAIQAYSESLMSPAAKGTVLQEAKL
Rtt109 HAT inh: inhibitors of C. albicans Rtt109/Vps75 HAT, primary screen, biochemical, ThioGlo CoA-SH fluorescence, plate reader; purified Rtt109/Vps75, 4 h; AID 540336, 2011; inhibition, % at 34.9 µM; actives 0.16% (n = 330,000); Histone acetyltransferase RTT109 (Candida albicans (strain SC5314 / ATCC MYA-2876)), …;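 active = inhibition of at least 50% in every replicate; inconclusive = best replicate reaches 50% inhibition but some replicates fall short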
Target sequence (Q5AAJ8 whole entry, looked up): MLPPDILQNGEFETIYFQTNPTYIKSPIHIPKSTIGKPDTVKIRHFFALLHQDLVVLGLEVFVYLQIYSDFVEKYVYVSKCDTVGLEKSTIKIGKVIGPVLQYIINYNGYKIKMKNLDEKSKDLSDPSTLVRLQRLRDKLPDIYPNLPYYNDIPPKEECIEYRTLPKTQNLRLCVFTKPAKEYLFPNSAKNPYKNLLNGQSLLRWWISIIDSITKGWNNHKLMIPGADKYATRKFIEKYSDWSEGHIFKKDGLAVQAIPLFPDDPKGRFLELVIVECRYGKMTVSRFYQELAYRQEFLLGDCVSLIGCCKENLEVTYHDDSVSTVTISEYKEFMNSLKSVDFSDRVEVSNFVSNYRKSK
PvdQ inh: P. aeruginosa PvdQ acylase inhibitors, primary screen, biochemical, fluorescence, plate reader and imaging, single point. purified PvdQ acylase. inhibition, % at 10 µM. actives 0.063% (n = 340,000). AID 488965, 2010; in the data active = inhibition above about 30%, passing the limit was not always enough; inconclusive = no clear call, values can overlap the other calls;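 also: 0% = vehicle neutral wells and 100% = reference inhibitor wells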
MITF act: activators of MITF-driven TRPM1 promoter reporter, primary screen, cell-based, SK-MEL-5, luciferase, single point | SK-MEL-5 TRPM1-promoter luciferase, 24 h; % of positive control, neutral wells = 0 | activation, % at 12.5 µM | actives 0.75% (n = 300,000) | AID 588334, 2011;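 active = mean activation of at least 80% with every replicate also reaching 80%; inconclusive = mean reaches 80% but some replicate falls short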;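 also: 0% = neutral control wells and 100% = parthenolide positive control wells; values of inactives mirror those of a sister screen read the other way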
dFosB activator: activators of delta FosB homodimer, primary screen, biochemical, fluorescence polarization, TAMRA-CDK5 oligo, single point | Protein FosB (Mus musculus), P13346 | purified delta FosB; percent of positive-control signal above neutral wells | activation, % at 25 µM | actives 0.99% (n = 340,000);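 active = mean activation above about 17%, with every replicate also reaching it, limit read from the data, passing the limit was not always enough; inconclusive = only one of the two conditions met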;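 also: fluorescence polarization rise as delta FosB binds a TAMRA Cdk5 AP-1 oligo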
SR-BI uptake up: activators of SR-BI mediated DiI-HDL uptake, primary screen, ldlA[mSR-BI] CHO cells, DiI fluorescence | actives 0.096% (n = 320,000) | 3 h; 100 = double the neutral-control signal | activation, % at 12.5 µM;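 active = mean replicate activation of at least 60% and every replicate at or above 60%; inconclusive = mean or all-replicate condition met, but not both; inactive = mean below 60% and not all replicates reaching 60%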;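 also: 0% = median plate neutral-control signal and 100% = twice that signal; values of inactives mirror those of a sister screen read the other way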
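System: LDL receptor-deficient CHO ldlA cells overexpressing murine SR-BI | Timing: 3 h uptake period with compound, 37 °C | Medium: HEPES-buffered (25 mM, pH 7.4) F12 plus 0.5% BSA | Dosing: Single-point compound dose | Signal: Bottom-read fluorescence, 550/595 nm | Read-out: Retained DiI signal reflecting DiI-HDL uptake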
PfHsp90 set2: growth inhibition of PfHsp90-expressing yeast, primary screen, antimalarial PfHsp90 inhibitor project, S. cerevisiae, BacTiter-Glo luminescence, single point, set 2. BacTiter-Glo ATP, 48 h; yeast lacking PDR1 and PDR3 efflux regulators. inhibition, % at 9.4 µM. actives 0.32% (n = 310,000);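 active = every replicate shows inhibition above about 80%, whatever the replicate mean, limit read from the data; inconclusive = mean inhibition reaches the set limit but some replicate falls short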;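 also: 0% = DMSO neutral controls and 100% = 20 µM radicicol positive controls; yeast relying on Plasmodium falciparum Hsp90 in place of its own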
NSD2 inh: NSD2 histone methyltransferase inhibitors, primary screen, biochemical, AlphaScreen, single concentration, set 2; Histone-lysine N-methyltransferase NSD2 (Homo sapiens), O96028; inhibition, % at 12.5 µM; actives 0.54% (n = 310,000); NSD2 peptide methylation, 120 min; in the data active = inhibition above about 50%
CAL PDZ FP-1: CAL PDZ peptide-binding inhibitors, primary screen, biochemical, fluorescence polarization, Cer-tagged CAL PDZ, HTS | actives 0.02% (n = 330,000) | Golgi-associated PDZ and coiled-coil motif-containing protein (Homo sapiens), Q9HD26 | inhibition, % at 20 µM | AID 504414, 2011 | purified CAL PDZ, TMR-peptide fluorescence polarization, 1 h;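 active = highest replicate inhibition of at least 40%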;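 also: plate controls were DMSO neutral control wells for no effect and unlabeled competitor peptide control wells for full effect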
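Test system: purified CerCALP PDZ construct; Compound dosing: one concentration, 20 µM compound; Also added: TMR-labelled reporter peptide T*-PRC34 bound in PDZ groove; Read-out: inhibition from polarization loss; Controls: unlabelled peptide and DMSO controls; Signal: FP readout, S and P plane fluorescence; Incubation: 1 h at RT.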
CAL PDZ FP-2: untagged CAL PDZ binding inhibitors, primary screen, biochemical, fluorescence polarization, HTS. Golgi-associated PDZ and coiled-coil motif-containing protein (Homo sapiens), Q9HD26. purified CAL PDZ, TMR-peptide fluorescence polarization, 1 h. inhibition, % at 24.9 µM. actives 0.92% (n = 300,000). AID 602252, 2012;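 active = mean inhibition of at least 30% with at least half of replicates also reaching 30%; inconclusive = no clear call, values can overlap the other calls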;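 also: 0% = DMSO neutral control and 100% = excess unlabeled competitor peptide PRC23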
* hit, by the source's call; ? = inconclusive; nt = no result given; & = joins results of further samples.

SMILES	SR-BI HDL uptake	Rtt109 HAT inh	PvdQ inh	MITF act	dFosB activator	SR-BI uptake up	PfHsp90 set2	NSD2 inh	CAL PDZ FP-1	CAL PDZ FP-2
CC(=O)N1c2ccc(S(=O)(=O)N3CCCC(C(=O)Nc4ccc(F)cc4)C3)cc2CC1C (stereo unspecified)	1	10	-2	13	-6	-1	8	nt	-0.3	nt
Cn1c(SCC(=O)Nc2cccc(Br)c2)nnc1-c1cc2ccccc2o1	-29	-4	1	nt	3	29	-8	-1	2.5	0
CCOC(=O)c1c(N)sc2c1CCN(CCc1ccccc1)C2	6	-1	-4	nt	-7	-6	15	0	-0.9	1
C[C@@H]1C[C@H]2[C@@H]3CCC4=CC(=O)C=C[C@]4(C)[C@@]3(F)[C@@H](O)C[C@]2(C)[C@@]1(O)C(=O)CO	2&17	8&10	9&-6	25&11	3&-4	-2&-17	-1&1	nt	-0.3&-0.7	1&-4
C=C(C)c1ccc(C(C)(C)NC(=O)N(Cc2ccccc2)Cc2ccco2)cc1	-2	1	-12	5	-8	2	-2	2	-2.0	nt
O=C(COC(=O)c1ccc(Br)o1)NCc1ccc(Cl)cc1	-9	4	-12	-4	4	9	-26	-4	0.0	31*
O=C(O)C1=C[C@@H](C2CC2)C[C@@H](OCCCCO)O1	6	10	0	1	-8	-6	10	nt	1.1	6
O=C(Nc1ccc(NC(=O)c2cccs2)cc1)c1ccccc1	-231	-6	0	57	5	?	-20	-2	-2.3	-4
Cc1nc(SC(C)C(=O)NC2CCCC2)c2ccccc2n1 (stereo unspecified)	-10	-5	-10	-18	-5	10	6	-2	-0.1	-2
CC1=C(C(=O)Nc2ccccc2C)C(c2ccc(C)o2)n2c(s/c(=C/c3ccccc3)c2=O)=N1 (stereo unspecified)	20	-8	-9	6	0	-20	6	0	-1.9	2
COc1ccccc1CNC(=O)c1n[nH]c2ccccc12	nt	-14	6	19	-4	nt	5	nt	-3.0	-1
O=S(=O)(NC1CCCCC1N1CCC(O)CC1)c1ccccc1 (stereo unspecified)	nt	-17	-11	-6	-4	nt	-29	16	-1.6	-1
O=C(N=Nc1c(O)[nH]c2ccccc12)c1cc(-c2ccc(F)cc2)n[nH]1	-11	-20	-11	1	63*	11	-7	1	-1.1	nt
COc1cc2ccccc2c2c1CCCC2=O	22	2	-8	5	-1	-22	1	-2	-0.7	-8
CCn1nc(C(=O)Nc2ccc(C)c(C)c2)c(Cl)c1Cl	53	6	5	nt	14	-53	nt	-4	-1.7	-1
COC(C(=O)N1CCC(n2nccc2NC(=O)C2CC2)CC1)c1ccccc1 (stereo unspecified)	28	2	-12	47	5	-29	11	3	-2.4	-1
COc1ccc(OC)c(NC(=O)Cc2cccs2)c1	5	6	-14	nt	-11	-5	-38	5	-0.6	-3
CCC(=O)Nc1ccc(Cl)c(NC(=O)c2cccc(OC)c2)c1	80*	5	12	6	-3	-80	7	-3	-1.8	-10
COc1cc(OC)c(C(=O)NC2CCCCCC2)cc1OC	0	-5	1	-4	-12	0	27	-4	nt	-2
COc1ccc(-c2csc(NC(=O)c3cc(C)oc3C)n2)cc1OC	43	9	4	23	-1	-43	8	2	-0.4	-3

Of the compounds above, two contain an NH in an aromatic ring:
SMILES	SR-BI HDL uptake	Rtt109 HAT inh	PvdQ inh	MITF act	dFosB activator	SR-BI uptake up	PfHsp90 set2	NSD2 inh	CAL PDZ FP-1	CAL PDZ FP-2
COc1ccccc1CNC(=O)c1n[nH]c2ccccc12	nt	-14	6	19	-4	nt	5	nt	-3.0	-1
O=C(N=Nc1c(O)[nH]c2ccccc12)c1cc(-c2ccc(F)cc2)n[nH]1	-11	-20	-11	1	63*	11	-7	1	-1.1	nt

Among those listed so far, these have an aryl methoxy group:
SMILES	SR-BI HDL uptake	Rtt109 HAT inh	PvdQ inh	MITF act	dFosB activator	SR-BI uptake up	PfHsp90 set2	NSD2 inh	CAL PDZ FP-1	CAL PDZ FP-2
COc1ccccc1CNC(=O)c1n[nH]c2ccccc12	nt	-14	6	19	-4	nt	5	nt	-3.0	-1
COc1cc2ccccc2c2c1CCCC2=O	22	2	-8	5	-1	-22	1	-2	-0.7	-8
COc1ccc(OC)c(NC(=O)Cc2cccs2)c1	5	6	-14	nt	-11	-5	-38	5	-0.6	-3
CCC(=O)Nc1ccc(Cl)c(NC(=O)c2cccc(OC)c2)c1	80*	5	12	6	-3	-80	7	-3	-1.8	-10
COc1cc(OC)c(C(=O)NC2CCCCCC2)cc1OC	0	-5	1	-4	-12	0	27	-4	nt	-2
COc1ccc(-c2csc(NC(=O)c3cc(C)oc3C)n2)cc1OC	43	9	4	23	-1	-43	8	2	-0.4	-3

The results go on.
SMILES	SR-BI HDL uptake	Rtt109 HAT inh	PvdQ inh	MITF act	dFosB activator	SR-BI uptake up	PfHsp90 set2	NSD2 inh	CAL PDZ FP-1	CAL PDZ FP-2
O=C(CSc1nnc(NC(=O)c2ccccc2)s1)NCc1ccco1	-18	6	-12	6	8	18	8	40	-0.4	-8
CCc1nc2ccc(C(=O)O)cc2nc1CC	-36	-4	-7	-4	2	36	-52	1	-2.0	-3
C/C(Cn1ncc(N2CCOCC2)c(Cl)c1=O)=N\O	1	-2	-9	0	-1	-1	4	0	0.7	-1
CC(NC(=O)COC(=O)/C=C/c1cccc(F)c1)c1ccccc1 (stereo unspecified)	2	-4	-7	4	1	-2	16	8	-0.8	-4
COc1ccc(Cl)cc1C(=O)NCCN(C)C	-27	7	3	1	-4	27	-4	0	-0.3	1
COc1ccc2[nH]c3c(=O)n(CCCCCC(=O)NCCC(C)C)c(=S)[nH]c3c2c1	11	-11	-6	0	6	-11	16	2	0.9	nt
CSCCC(NC(=O)c1cc(C(C)(C)C)oc1C)C(=O)O (stereo unspecified)	-12	3	-8	4	-2	12	-22	1	-0.1	-4
CC1CCN(S(=O)(=O)c2ccc(NC(=O)CN3CCN(C)CC3)cc2)CC1	-10	-1	-8	-3	-3	10	nt	0	nt	-7
CC(=NO)C1CCC2C3CCC4=CC(=NO)CCC4(C)C3C(=O)CC12C (stereo unspecified)	0	-15	-13	-14	-18	0	5	1	-0.5	-5
O=C(O)c1ccc(Cn2cc(C(F)(F)F)ccc2=O)cc1	2	-22	-15	-15	-1	-2	nt	40	-1.8	-3
Cc1ccc(OCC(=O)N2CCN(c3ccc([N+](=O)[O-])c(N4CCOCC4)c3)CC2)cc1	12	nt	4	-17	-10	-12	-13	5	-1.6	-18
O=c1c2ccccc2[nH]c(=S)n1C1CCCCC1	-8	0	-2	-1	9	8	19	1	-0.3	nt
O=C(NCC(=O)N(c1ccc(F)cc1)C(C(=O)NC1CCCCC1)c1cccnc1)c1ccco1 (stereo unspecified)	-16	7	-8	4	-13	16	4	-3	-3.9	-6
Nc1nc(CN2CCCCCC2)nc(Nc2ccc(F)cc2)n1	-9	46	4	10	-8	9	-5	0	-1.6	-5
Nc1sc2c(c1C(=O)c1ccccc1)CCCC2	3	3	-1	nt	-4	-3	-1	3	-0.6	4
Cc1cccc(C(=O)N[C@@H](C)C(=O)N2CCN(c3ncccn3)CC2)c1	-22	-5	-7	-9	-7	22	-5	0	-0.1	-1
COc1ccc(S(=O)(=O)N(C)C[C@H]2Oc3ccc(NS(=O)(=O)c4ccccc4)cc3C(=O)N([C@H](C)CO)C[C@@H]2C)cc1	-9	9	6	8	4	9	4	nt	-0.6	-2
COc1cc(C2c3c(-c4ccccc4)n[nH]c3C(=O)N2c2ccc(C(=O)O)cc2)ccc1O (stereo unspecified)	-9	-4	-14	-11	-4	9	1	nt	-1.3	nt
CCN(C(=O)CN1C(=O)/C(=C/c2ccc(F)cc2)SC1=S)C1CCS(=O)(=O)C1 (stereo unspecified)	23	5	-9	-7	-4	-23	-8	4	0.4	nt
CC(C)Cc1nnc(NC(=O)CCNC(=O)c2ccco2)s1	nt	-8	-11	0	2	nt	-50	0	-2.2	-4
O=C(NCCc1ccc(Cl)cc1)c1ccc2c(c1)OCCO2	-32	-4	6	nt	4	32	9	-4	-1.7	1
COCCn1c(=NC(=O)c2cc3ccccc3oc2=O)sc2cc(S(N)(=O)=O)ccc21	-15	-2	8	0	?	15	-1	0	-9.8	-2
Cc1ccc(S(=O)(=O)N2CCN(S(=O)(=O)c3ccccc3Br)CC2)cc1	-7	3	-14	8	0	7	1	nt	-1.0	-13
CCC(=O)c1ccc(N2CCN(C(=O)c3cc([N+](=O)[O-])ccc3N3CCN(C)CC3)CC2)c(F)c1	14	13	-8	1	2	-14	13	3	-1.3	-7
Cc1ccc(O)c(NC(=O)/C=C/C(=O)O)c1	-9	nt	-9	-15	-2	9	7	6	1.0	-6
O=C(CNC(=O)c1ccc(-c2ccccc2)cc1)OCc1ccc(Cl)cc1	11	2	-5	-14	2	-11	-28	-2	-0.3	-3

Exported with two lines to a compound: part of the list above
The line under a structure holds: SR-BI HDL uptake | Rtt109 HAT inh | PvdQ inh | MITF act | dFosB activator | SR-BI uptake up | PfHsp90 set2 | NSD2 inh | CAL PDZ FP-1 | CAL PDZ FP-2
O=C(NCCc1ccc(Cl)cc1)c1ccc2c(c1)OCCO2
→ -32 | -4 | 6 | nt | 4 | 32 | 9 | -4 | -1.7 | 1
O=C(CNC(=O)c1ccc(-c2ccccc2)cc1)OCc1ccc(Cl)cc1
→ 11 | 2 | -5 | -14 | 2 | -11 | -28 | -2 | -0.3 | -3

Assay outcomes from PubChem.
